Bioassay records deposited in PubChem by Johns Hopkins Ion Channel Center.
CHT inh: inhibitors of human choline transporter CHT; actives 0.86% (n = 310,000); Q9GZV3; B-score at 10 µM; CHT-expressing cells, membrane potential dye, choline response; hits give low values;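 active = B-score over 3 SD under the library average, and starting fluorescence ratio not unusually high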;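 also: choline stimulus applied at its EC90 after an EC20 pre-addition; B-score computed on integrated fluorescence ratio after choline addition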
Target sequence (Q9GZV3 whole entry, looked up): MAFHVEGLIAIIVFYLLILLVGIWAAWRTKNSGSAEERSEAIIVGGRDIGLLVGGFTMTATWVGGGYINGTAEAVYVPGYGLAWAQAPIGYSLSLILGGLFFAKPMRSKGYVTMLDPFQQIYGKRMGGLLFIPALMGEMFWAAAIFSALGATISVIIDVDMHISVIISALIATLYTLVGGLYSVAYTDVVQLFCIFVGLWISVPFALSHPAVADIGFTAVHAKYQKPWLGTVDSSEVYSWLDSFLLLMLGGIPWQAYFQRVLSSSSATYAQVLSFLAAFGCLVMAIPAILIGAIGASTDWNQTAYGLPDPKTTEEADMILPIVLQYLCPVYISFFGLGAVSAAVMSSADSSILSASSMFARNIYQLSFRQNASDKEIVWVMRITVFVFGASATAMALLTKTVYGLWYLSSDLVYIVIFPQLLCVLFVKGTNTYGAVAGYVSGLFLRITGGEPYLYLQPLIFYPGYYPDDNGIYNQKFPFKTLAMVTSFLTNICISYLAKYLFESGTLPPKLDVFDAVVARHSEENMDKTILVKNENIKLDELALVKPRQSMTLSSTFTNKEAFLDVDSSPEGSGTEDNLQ
CHT PAM: allosteric activators of human choline transporter CHT; Q9GZV3; CHT-expressing cells, membrane potential dye, choline EC20; hits give high values; LV-AA mutant CHT in HEK293 cells; B-score at 10 µM; actives 0.49% (n = 310,000); AID 488977;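 active = initial fluorescence not abnormally high and integrated response B-score, plate-corrected, over 3 SD above library mean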
* hit, by the source's call; i = inactive.

SMILES	CHT inh	CHT PAM
Cc1c(C(=O)O)oc2ccc(S(=O)(=O)N3CCCCC3C(=O)O)cc12 (centres undefined)	i	i
O=S(=O)(c1ccccc1)N1CCN(Cc2cccc(Br)c2)CC1	i	i
COc1ccc(CNC(=S)Nc2cc(C)ccc2C)cc1	i	i
Cc1ccccc1N1CCN(C2CCCN(C(=O)c3noc4c3CCCC4)C2)CC1 (centres undefined)	i	i
Cc1nn(C)c(C(=O)N/N=C/c2ccccc2)c1[N+](=O)[O-]	i	i
CC1C/C(=N/Nc2ccc([N+](=O)[O-])cc2[N+](=O)[O-])CC(C)(C)C1 (centres undefined)	i	i
CCSc1nnc(SCC(=O)NNC(=O)c2ccccc2F)s1	i	i
CCCS(=O)(=O)N1CCCC(C(=O)Oc2ccc(Cl)cc2)C1 (centres undefined)	i	i
COc1cccc(OCc2nnc3n2N=C(c2ccccc2)C(CC(=O)O)S3)c1 (centres undefined)	i	i
O=C1CSC(=S)N1/N=C/c1c(F)cccc1F	-5.58*	i
CCOC(=O)c1ccc(-n2c(CN3CCN(CC)CC3)nc3ccc([N+](=O)[O-])cc3c2=O)cc1	i	i
CCOC(CCNC(=O)c1cc(-c2cccs2)nc2ccccc12)OCC	i	i
CCN(c1cccc(C)c1)S(=O)(=O)c1ccc2c3c(cccc13)C(=O)N2	i	i
Cc1noc(C)c1S(=O)(=O)N(CC(=O)NCc1ccccc1)c1ccc(C(C)C)cc1	i	i
CSc1nc(C)cc(OCCO)n1	i	i
COc1ccccc1N1CCN(CCC(=O)Nc2ccc(F)cc2)CC1	i	i
O=C(CSc1nc2ccccc2o1)Nc1ccccc1N1CCCCCC1	i	i
Cc1cc(S(=O)(=O)N2CCOCC2)ccc1OCC(=O)Nc1ccc(F)cc1F	i	i
COCCn1ccc2c(OCC(=O)NCCc3ccccc3)cccc2c1=O	i	i
CN1CCCN(Cc2nc(-c3ccc(Cl)cc3)no2)CC1	i	i
COCCCn1c(=O)c2sccc2n2c(CCCC(=O)N3CCN(c4ccccn4)CC3)nnc12	i	i
C=CCN(CC=C)C(=O)C1CCN(S(=O)(=O)c2ccc(-n3cnnn3)cc2)CC1	i	i
COc1cc(C(c2c(O)cc(C)[nH]c2=O)c2c(O)cc(C)[nH]c2=O)ccc1O	i	i
CCOC(=O)c1cc(C(=O)Nc2ccc(S(=O)(=O)Nc3ccc(OC)cc3)cc2)nn1C	i	i
CCOC(=O)C(CCCOc1ccc(C)cc1)C(=O)OCC	i	i

Complete entries as entered above.
CCOC(=O)C(CCCOc1ccc(C)cc1)C(=O)OCC is listed as CHT inh = i; CHT PAM = i
COc1ccccc1N1CCN(CCC(=O)Nc2ccc(F)cc2)CC1 is listed as CHT inh = i; CHT PAM = i
O=C(CSc1nc2ccccc2o1)Nc1ccccc1N1CCCCCC1 is listed as CHT inh = i; CHT PAM = i

Sorted by length of the SMILES (rising): some entries from above.
SMILES	CHT inh	CHT PAM
COc1ccccc1N1CCN(CCC(=O)Nc2ccc(F)cc2)CC1	i	i
Cc1nn(C)c(C(=O)N/N=C/c2ccccc2)c1[N+](=O)[O-]	i	i
Cc1cc(S(=O)(=O)N2CCOCC2)ccc1OCC(=O)Nc1ccc(F)cc1F	i	i

Additional records follow:
SMILES	CHT inh	CHT PAM
COc1cccc(-c2c(C#N)c(SC)nc3cc(C)nn23)c1	i	i
O=C1CCCc2nn(-c3ccccc3)nc21	i	i
COc1ccc(N2CCN(C(=O)CCNC(=O)c3ccc(C(C)(C)C)cc3)CC2)cc1	i	i
COC(=O)[C@@H]1C[C@@]2(O)[C@@H](O)[C@@H](O)[C@@H](O)C[C@H]2N1C/C=C/c1ccccc1	i	i
CNc1ncc(C(=O)c2ccc(-c3ccccc3)cc2)s1	i	i
O=C(NC1CCCCC1)c1cc(-c2cccc(Cl)c2)on1	i	i
COc1ccc(N(CC(=O)N2CCN(C)CC2)S(=O)(=O)c2cc(C)ccc2OC)cc1Cl	i	i
COC(=O)c1ccc(NC(=O)c2cccc(Cl)c2)o1	i	i
O=C1c2ccccc2C(=O)N1CCSC(=S)N1CCOCC1	i	i
CC(C)C(=O)NC(=S)Nc1ccc(S(=O)(=O)Nc2nccs2)cc1	i	i
CC(NC(=O)COc1ccccc1-c1ccccc1)c1ccccc1 (centres undefined)	i	i
CC(C)c1ccc(S(=O)(=O)N2CCN(CC(=O)c3ccc(O)c(O)c3)CC2)cc1	i	i
O=C(NCCN1CCOCC1)c1ccc2c(c1)N(Cc1cccc(F)c1)C(=O)c1ccccc1S2	i	i
c1ccc2c(c1)OCCOCCOCCOCCOc1ccccc1OCCOCCOCCO2	i	i
CC(C(=O)NC1CCCCC1)N(Cc1ccc(F)cc1)C(=O)c1snc(C(N)=O)c1N (centres undefined)	i	i
CCn1c(SCC(=O)NCc2ccco2)nnc1-c1ccncc1	i	i
CC(C)(C)n1nc(Cc2cccc3ccccc23)c(C#N)c1N	i	i
O=C(CN1CCN(c2ccc(F)cc2)CC1)N1CCC(Cc2ccccc2)CC1	i	i
O=C(CNC1CCCCC1)Nc1ccc([N+](=O)[O-])cc1C(=O)Nc1ccccc1F	i	i
Cc1ccc(CSCC(=O)NCc2cccs2)cc1	i	i
CCc1c(C)sc(NC(=O)C2CCCCC2C(=O)O)c1C(N)=O (centres undefined)	i	i
CC(C)c1ccc(N(C(=O)c2csnn2)C(C(=O)NC(C)(C)C)c2cccnc2)cc1 (centres undefined)	i	i
COC(=O)C1CCN(C(=O)COC(=O)CC(NC(N)=O)c2ccc(Cl)cc2)CC1 (centres undefined)	i	i
O=C(CCC(=O)N1CCN(Cc2ccc(F)cc2)CC1)Nc1nnc(C(F)(F)F)s1	i	i
CCCNC(=O)NS(=O)(=O)c1ccc(Cl)cc1	i	i

Fetched one by one from above:
SMILES	CHT inh	CHT PAM
Cc1c(C(=O)O)oc2ccc(S(=O)(=O)N3CCCCC3C(=O)O)cc12 (centres undefined)	i	i
CCn1c(SCC(=O)NCc2ccco2)nnc1-c1ccncc1	i	i
COc1cccc(-c2c(C#N)c(SC)nc3cc(C)nn23)c1	i	i
Cc1ccc(CSCC(=O)NCc2cccs2)cc1	i	i
CCCNC(=O)NS(=O)(=O)c1ccc(Cl)cc1	i	i
C=CCN(CC=C)C(=O)C1CCN(S(=O)(=O)c2ccc(-n3cnnn3)cc2)CC1	i	i

Continued.
SMILES	CHT inh	CHT PAM
CS(=O)(=O)N1CCN(C2Cc3ccccc3C2)CC1	i	i
CCOC(=O)C1CCCN(c2nc3ccccc3nc2C(C#N)C(=O)OC(C)C)C1 (centres undefined)	i	i
COc1ccccc1NC(=O)c1ccc(N2CC3CC(C2)c2cccc(=O)n2C3)c(NC(=O)c2ccncc2)c1 (centres undefined)	i	i
COc1ccc(N(CC(=O)Nc2ccc3c(c2)OCO3)S(=O)(=O)c2ccccc2)cc1OC	i	i
CCN(CC)CCC(=O)N1c2ccccc2Sc2ccc(NC(=O)OC)cc21	i	i
Nc1ccn(Cc2ccccc2)n1	i	i
CCOC(=O)C1CCN(C(=O)CCNC(=O)c2ccccc2OC)CC1	i	i
COc1ccc(N2CCN(C3CCCN(Cc4cccc(C)c4)C3)CC2)cc1 (centres undefined)	i	i
CC(=O)Nc1ccc(C(=O)N/C(=C\c2ccccc2)C(=O)Nc2cccc(C(=O)O)c2)cc1	i	i
CCC(C)NC(=O)CSc1nc2c(sc3ccccc32)c(=O)n1CCCN1CCOCC1 (centres undefined)	i	i
Cc1cc[n+](CC(=O)c2ccc3c(c2)OCCO3)cc1	i	i
Cc1cc(C)n2nc(C(=O)Nc3ccc4c(c3)CCC4)nc2n1	i	i
Cc1cccc(NC(=O)CN2C(=O)COc3ccc(Cl)cc32)c1C	i	i
Clc1ccccc1N1CCN(Cc2ccco2)CC1	i	i
c1ccc(-n2ncc3c(NCCCN4CCOCC4)ncnc32)cc1	i	i
O=C(Cn1cnc2ccccc21)N/N=C/c1cccc([N+](=O)[O-])c1	i	i
O=C(O)c1ccc2c(=O)n3c(nc2c1)/C(=C/c1ccc(Cl)c([N+](=O)[O-])c1)CC3	i	i
O=C(CCCN1C(=O)c2ccccc2C1=O)NC1CCCCCC1	i	i
CCCOc1ccccc1N/C(=N\S(=O)(=O)c1ccc(C)cc1)Nc1nc(C)cc(C)n1	i	i
COc1cc(OC)cc(C(=O)NCCNc2nc3cc(C)cc(C)c3cc2C#N)c1	i	i
CCOC(=O)C(NC(C)=O)(Nc1ccc(S(=O)(=O)Nc2nccs2)cc1)C(F)(F)F (centres undefined)	i	i
Cc1cnc(C(=O)N2CCN(c3ccc(C(F)(F)F)cn3)CC2)cn1	i	i
Fc1ccccc1Cc1noc(CN2CCCC(CN3CCOCC3)C2)n1 (centres undefined)	i	i
CCc1c(C)nc2cc(-c3ccc(Cl)cc3)[nH]n2c1=O	i	i
COc1ccc([C@H]2[C@H]3C=CC[C@@H](C)[C@@H]3C(=O)N2Cc2ccccc2)cc1Cl	i	i

(more compounds)
SMILES	CHT inh	CHT PAM
COC(=O)CCN(C(=O)c1ccc(C)c([N+](=O)[O-])c1)c1ccccn1	i	i
O=C(CSc1nnc2ccccn12)NNC(=O)c1ccc(Br)cc1	i	i
O=C(CN1CCC(n2nnc3cc(F)ccc32)CC1)NNC(=O)c1ccccc1	i	i
O=C(COc1nsnc1N1CCOCC1)N/N=C/c1ccccc1O	i	i
Cn1c(=O)c2c(ncn2CC(=O)Nc2cccc(S(=O)(=O)Nc3ccccc3F)c2)n(C)c1=O	i	i
Cc1cc(=O)oc2c3c(cc(OCC(=O)N4CCC[C@H]4C(=O)O)c12)OC(C)(C)CC3	i	i
Cc1occc1C(=O)N1CCC2(CCCN(Cc3ccc(F)c(F)c3)C2)C1 (centres undefined)	i	i
O=C(Nc1ccon1)c1cc2c(s1)CCCC2	i	i
CN=C(Nc1ccccc1OC)SC1CC(=O)N(c2ccc(C(=O)OC)cc2)C1=O (centres undefined)	i	i
COc1ccc2c(C)cc(SCc3c(C)noc3C)nc2c1	i	i
Nn1c(Cc2ccccc2F)nnc1SCn1nnc2ccccc2c1=O	i	i
COc1ccc(CC(=O)n2[nH]c(=O)ccc2=O)cc1OC	i	i
CC(=O)/C(=N\Nc1ccc(Cl)cc1Cl)Sc1nnc(-c2ccccc2)n1-c1ccccc1	i	i
Cc1ccccc1CSCc1nc(N)nc(Nc2ccccc2C)n1	i	i
Cc1cc(NC(=O)COc2ccc(F)c(Cl)c2)no1	i	i
O=C(Cn1c(=O)cnc2ccccc21)NC1CCC(O)CC1 (centres undefined)	i	i
COc1cccc(CN(C)C(=O)CNC(=O)c2sc3ccccc3c2Cl)c1OC	i	i
COCCn1c(SCC(=O)Nc2ccccc2C(F)(F)F)nc2ccccc2c1=O	-5.32*	i
Cc1cc(C)cc(Oc2c(C(F)(F)F)oc3cc(OCC(=O)O)ccc3c2=O)c1	i	i
Cc1ccccc1-c1nnn(C/C(N)=N/O)n1	i	i
CC(=O)NC(Cc1cc(C)ccc1C)C(=O)N1CCN(C(=O)c2ccc([N+](=O)[O-])cc2)CC1 (centres undefined)	i	i
CSc1ncccc1C(=O)N1CCN(S(=O)(=O)c2cc(C)ccc2C)CC1	i	i
CCOc1ccc(OCC)c(N=c2oc3c(C)ncc(CO)c3cc2C(N)=O)c1	i	i
CN(C)c1ccc(C2N(C)C(=O)c3ccccc3N2C)cc1 (centres undefined)	i	i
Cc1cccc(NC(=O)c2ccc(S(=O)(=O)N3CCCC3)cc2)c1C	i	i

The list goes on:
SMILES	CHT inh	CHT PAM
Cc1ccccc1OCC(=O)NNC=O	i	i
O=C(CSc1nnnn1-c1ccccc1)CC(=O)Nc1ccc(Cl)cc1	i	i
COc1ccc(C(=O)N/C(=C\c2ccccc2)C(=O)Nc2ccc(C(=O)NCC(=O)O)cc2)cc1	i	i
O=C1OCCC1Sc1nnc(-c2ccc(Br)cc2)o1 (centres undefined)	i	i
COc1ccc(NC(=O)NCCc2c[nH]c3ccccc23)c(OC)c1	i	i
CCCc1ncc(C(O)c2cccc(OC)c2OC)n1C (centres undefined)	i	i
NC1=NC2(CCCCC2)N=C(Nc2ccc(F)cc2F)N1	i	i
CC1(C)CC(CCN(Cc2ccccc2)C(=O)c2ccco2)(c2ccccc2)CCO1 (centres undefined)	i	i
CCCC(=O)Nc1ccc2nn(-c3ccc(OC)cc3)nc2c1	i	i
Cc1ccc([N+](=O)[O-])cc1S(=O)(=O)Nc1ccc(C(=O)N(C)C)cc1	i	i
CC(C)CCNC(=O)CN(Cc1ccc2c(c1)OCO2)C(=O)Cn1nnc(-c2cccs2)n1	i	i
Cc1cc(C)nc(N/N=C/C(Cl)=C/c2ccccc2)n1	i	i
O=C1/C(=C/c2ccc(O)cc2)CCc2ccc([N+](=O)[O-])cc21	i	i
CC(C)c1cc(N2CCN(C(=O)c3ccco3)CC2)n2c(nc3ccccc32)c1C#N	i	i
CC(C)CCn1c(NCCN(C)C)nc2c1c(=O)[nH]c(=O)n2C	i	i
COc1ccc(CC(=O)NCC(=O)N/N=C/c2c[nH]c3ccccc23)cc1	i	i
CCN(CC(=O)Nc1c(F)cccc1F)C(=O)CCc1nc2cc(S(=O)(=O)N3CCOCC3)ccc2n1C	i	i
Cc1nn2c(N3CCN(C)CC3)cc(C(C)(C)C)nc2c1-c1ccccc1	i	i
O=C(NC1CC1)c1nc2c(nnn2Cc2ccccc2Cl)c(=O)[nH]1	i	i
Cn1c(=O)oc2cc(S(=O)(=O)N3CCOCC3)ccc21	i	i
Cc1cc(Cl)ccc1NC(=S)NCc1ccco1	i	i
C#CCOCCOCCOCCNc1nc(N2CCN(C(=O)C(Cc3ccc(O)cc3)n3cc(C(N)C(C)CC)nn3)CC2)nc(N2CCN(C(=O)C(Cc3ccc(O)cc3)n3cc(C(N)C(C)CC)nn3)CC2)n1 (centres undefined)	i	i
Cc1c(C(=O)Nc2c(C)n(C)n(-c3ccccc3)c2=O)oc2c(Cl)cccc12	i	i
